UTI89 phage lysis – protection from phage-mediated lysis, alamar blue read-out – E. coli UTI89, K1F phage, bacterial capsule biogenesis inhibitors (AID 488966) | inhibition, % at 100 µM, or IC50 in µM where a hit was titrated | 340,000 tested, 0.02% active | E. coli UTI89 K1F phage lysis, alamar blue, 2 h; higher % means a stronger effect;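 active means phage lysis inhibition, versus mean bacterial control, above a set limit; inconclusive means no clear call, values can overlap the other calls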;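 further: capsule biogenesis inhibitors block K1F phage lysis so surviving cells raise fluorescence; higher fluorescence means more inhibition of phage lysis; actives were called in the ten point dose series up to 300 µM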
WT yeast gro inh – growth inhibition of WT yeast, mitochondrial fusion screen; mitochondrial fusion phenotypic screen, WT strain; 190,000 tested, 2.1% active; inhibition, % at 10 µM; in the data active means inhibition above about 58%; tested in S. cerevisiae
Dengue-2 NS5 capping – Dengue-2 NS5 methyltransferase inhibitors, primary screen, biochemical, confirmation dose response (AID 588689) | Dengue-2 NS5 methyltransferase capping enzyme assay, biochemical; higher % means a stronger effect | inhibition, % at 25 µM, or IC50 in µM where a hit was titrated | 340,000 tested, 0.3% active; in the data active means a potency from the dose series; inconclusive means inhibition above about 29% without an active follow-up result
West Nile antiviral – inhibition of WNV-induced cytopathic effect – cell-based, CPE readout (AID 1621). CPE inhibition, % at 10 µM; hits with a dose series show IC50 in µM. 290,000 tested, 0.02% active. West Nile virus-infected cells, CPE inhibition; higher % means a stronger effect; in the data active means a potency from the dose series; inconclusive means CPE inhibition mostly from about 3.7% at the one dose, without a potency; inactive means the rest, 99 in 100 with CPE inhibition below about 2.2%; further: strong numbers were not always called active
SV40 large T antigen – SV40 large T antigen inhibitors, biochemical (AID 1903); SV40 large T antigen ATPase/helicase inhibition assay; higher % means a stronger effect; inhibition, % at 20 µM; hits with a dose series show IC50 in µM; 310,000 tested, 0.39% active; in the data active means a potency from the dose series; inconclusive means inhibition mostly from about 32% at the one dose, without a potency; inactive means the rest, 99 in 100 with inhibition below about 32%; further: strong numbers were not always called active
RSV antiviral HEp-2 – RSV antiviral activity via CPE protection, HEp-2 cells, primary 10 µM value included (AID 2391) | 310,000 tested, 0.13% active | one-dose CPE inhibition, % at 10 µM; IC50 in µM for titrated hits | HEp-2 cells, RSV-induced CPE inhibition; higher % means a stronger effect; in the data active means a potency from the dose series; inconclusive means CPE inhibition mostly from about 23% at the one dose, without a potency; inactive means the rest, 99 in 100 with CPE inhibition below about 21%; further: strong numbers were not always called active
XIAP displacement – XIAP antagonists, biochemical, IAP family, fluorescence polarization (AID 1018); XIAP BIR domain, fluorescence polarization peptide displacement; higher % means a stronger effect; 200,000 tested, 0.007% active; displacement, % at 20 µM; hits with a dose series show IC50 in µM; in the data active means displacement above about 50%; further: a part of the inactive calls stands beside numbers as strong as those of hits
ER stress rescue – protection against thapsigargin-triggered cell killing – 384-well, CSM14.1, ATP luminescence, primary screen (AID 1222) | CSM14.1 thapsigargin-induced death rescue, ATP luminescence; higher % means a stronger effect | cellular ATP content (survival), % at 20 µM, or EC50 in µM where a hit was titrated | 190,000 tested, under 10 active;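 active means EC50 below 50 µM in the dose-response confirmation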;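 further: death triggered by thapsigargin at about 15 µM added after 2 h compound pretreatment; cell ATP read after overnight thapsigargin exposure of roughly 18 to 22 hours; normalized against plate controls of thapsigargin alone and 5% DMSO vehicle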
Yfh1-off respiration – enhancers of respiration in Yfh1-depleted yeast, dose response, Friedreich's ataxia, plus single-dose screen (AID 1465) | S. cerevisiae Yfh1-off respiration, WST-1 reduction, 72 h; higher fold induction means a stronger effect | one-dose fold induction at 50 µM; EC50 in µM for titrated hits | 220,000 tested, 0.074% active;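 active means fold induction of absorbance versus untreated yeast above a set limit, then at least 30% activation at any dose in follow-up; inconclusive means repeats straddling the limit, or above it without dose testing; inactive means fold induction below the set limit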;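 further: activators that raise dye reduction in frataxin-depleted yeast; strong numbers were not always called active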
WT yeast gro inh mutant strain – further read-out of WT yeast gro inh, marked with its call; inhibition, %; mitochondrial fusion phenotypic screen, mutant strain inhibition
* marks the source's active call; other numbers are inactive results; i = inactive; ? = inconclusive; . = not tested or not shown; [ ] = another dose, or the depositor's remark.

SMILES | UTI89 phage lysis | WT yeast gro inh | WT yeast gro inh mutant strain | Dengue-2 NS5 capping | West Nile antiviral | SV40 large T antigen | RSV antiviral HEp-2 | XIAP displacement | ER stress rescue | Yfh1-off respiration
CC(=O)Nc1ccc(NC(=O)Cn2ccc([N+](=O)[O-])n2)cc1 | -0.1%[50 µM] | -11 | -8 | 10% | 0.4% | 9% | -0.2% | 1.9% | 0.0% | i
CCN(c1ccccc1)S(=O)(=O)c1cccc(C(=O)NCc2ccncc2)c1 | 0.9%[50 µM] | . | . | -7% | . | 5% | 0.6% | . | . | .
Cc1ccc(S(=O)(=O)Nc2ccccc2/C=N/c2nc3ccccc3n2C)cc1 | -1.2%[50 µM] | 13 | 10 | 3% | -0.5% | 0% | 19% | -6.3% | -3.1% | i
C=CCNc1nc(N)c(C(=C(C#N)C#N)c2ccc(Br)cc2)s1 | 2.4% | -6 | -35 | -7% | -0.2% | 6% | 9.5% | -2.3% | -3.7% | i
O=C(Nc1nnc(-c2ccco2)o1)c1ccc(S(=O)(=O)N2CCOCC2)cc1 | -0.2% | -2 | 12 | 3% | -0.5% | 3% | -0.1% | 0.6% | -0.2% | i
Cc1nc(=O)c(-c2ccccc2)c(C)n1-c1cccc(C(=O)O)c1 | 1.6% | -5 | -36 | -4% | 0.5% | 2% | 1.7% | -3.6% | -0.3% | i
O=C(CSc1nnc(-c2cccnc2)n1Cc1ccco1)c1ccc2ccccc2c1 | 0.1% | -4 | 0 | 7% | 0.7% | 30% | -0.9% | -1.1% | 3.6% | i
Cc1nn(-c2ccccn2)c2c1-c1nc(N3CCOCC3)ncc1CC2 | 0.1% | 16 | -6 | 3% | ? | 4% | 1.9% | -1.2% | -2.3% | i
CN1CCNC(=O)C1CC(=O)NCCC1=CCCCC1 (stereo unspecified) | -0.3% | 13 | 9 | 4% | 0.6% | 0% | 0.2% | -4.8% | -0.1% | i
Nc1nc(SCc2nc3sc4c(c3c(=O)[nH]2)CCCC4)n[nH]1 | -3.3% | -7 | -14 | -1% | -0.1% | 4% | 4.7% | -1.3% | -0.2% | i
CNc1nc(-c2c(C)n(C)c3ccc(OC)cc23)cs1 | 0.3% | . | . | 6% | -0.7% | 16% | 1.8% | . | . | .
CN(NS(=O)(=O)c1ccc(F)cc1)c1ncc(C(F)(F)F)cc1Cl | . | -13 | -18 | . | . | 7% | -0.6% | -9.7% | . | i
CCOC(=O)C1=C(C)N(C)C(=S)NC1c1ccc(Cl)cc1Cl (stereo unspecified) | 2.3% | 35 | 2 | -4% | -1.1% | 25% | 0.7% | -2.3% | -6.1% | i
Cc1cccc[n+]1CC(=O)Nc1ccc([N+](=O)[O-])cc1Cl | 4.6% | 22 | 11 | 5% | -0.7% | 6% | 1.3% | 6.2% | -1.9% | i
CC(C)(C)NC(=O)CN(Cc1cccs1)C(=O)CNS(=O)(=O)c1ccc(F)cc1 | -0.3% | -5 | 0 | -9% | -0.6% | 8% | -0.1% | -4.5% | 0.2% | i
NC(=O)c1ncc(C(F)(F)F)cc1Oc1cccnc1 | 0.7% | -6 | -1 | -3% | 0.2% | 4% | 2.2% | -6.7% | -8.1% | i
CCOc1c(O)ccc(C2NC(=O)N(C)C(C)=C2C(=O)OC)c1[N+](=O)[O-] (stereo unspecified) | 0.1% | -3 | -4 | 15% | 0.9% | 7% | 2.5% | -4.9% | -0.6% | i
COc1ccc(OC)c(Cc2nnc(CCC(=O)N3CCCCC3)o2)c1 | 0.1% | -16 | 3 | -4% | 1.2% | 6% | 0.9% | -5.8% | 0.0% | i
CCOCCCNC(=O)C1(O)c2ccccc2NC(=O)N1c1ccc(C)c(C)c1 (stereo unspecified) | 0.2% | . | . | 3% | 0.6% | -1% | 0.3% | . | . | .
Cn1c(Cl)c(/C=N/OC(=O)c2cccc(Cl)c2)c2ccccc21 | 4.0%[50 µM] | 23 | 8 | -4% | 0.4% | 7% | 5.4% | -1.1% | -0.7% | i
Cc1ccc(O)c(C=Nc2ccc3[nH]ncc3c2)c1 | -0.3% | -11 | -24 | 3% | 0.1% | ? | 0.9% | -1.0% | -1.6% | i
CCC(=O)Nc1ccc(NC(=O)c2ccccc2)nc1 | 0.4% | -6 | -3 | 1% | -0.1% | -2% | 1.9% | 0.0% | -1.8% | i
O=C(Cc1ccc(Br)cc1)Nc1ccccc1Cl | 4.3% | -4 | 22 | -7% | -0.2% | 6% | 2.5% | -2.4% | 0.0% | i
CC(/C=C/c1cccs1)=C\C(=O)O | 0.1% | 15 | 6 | -8% | -0.1% | 4% | 3.6% | -3.1% | -1.0% | i
CC(C)[N+](C)(C)CC#CC(O)(c1ccccc1)c1ccccc1 | -0.1% | . | . | 4% | 0.1% | 30% | -0.2% | . | . | i
Cc1cc(C)n(-c2cc(N3CCN(C(=O)c4ccc(C(C)(C)C)cc4)CC3)ccc2[N+](=O)[O-])n1 | 6.5% | 1 | 13 | -7% | 0.0% | 7% | 7.1% | -0.9% | 21% | .
N#CC1=C2SCN(c3ccc(F)cc3)CN2C(=O)CC1c1cccc(F)c1 (stereo unspecified) | 0.8% | 14 | 8 | 25% | 0.1% | 36% | -0.2% | -4.9% | 0.3% | i
COc1ccc(NC(=O)CSc2nnc(N)n2CC(=O)Nc2ccc(OC)cc2)cc1 | 0.1% | -8 | -4 | -2% | -0.3% | 1% | -1.2% | -3.6% | 0.0% | i
CCNC(=O)Cc1ccc(Br)cc1 | 0.5% | -7 | -12 | -5% | 0.0% | -2% | 1.7% | -2.3% | -0.5% | i
N#Cc1c(NC(=O)CCn2cnc3ccccc3c2=O)oc(-c2ccccc2)c1-c1ccccc1 | 0.2% | 11 | 9 | -3% | 0.2% | 5% | ? | 5.4% | . | i
Cc1cccc(CS(=O)(=O)Cc2ccc(C(=O)NCCCN3CCCC3)o2)c1 | 5.7% | -7 | 2 | 6% | 1.5% | 18% | 0.5% | -8.6% | 0.2% | i
N=c1c(C(=O)NC2CCCC2)cc2c(=O)n3ccccc3nc2n1Cc1ccccc1 | 0.1% | . | . | ? | -0.1% | 15% | 4.1% | . | . | .
Cc1ccc(/C=C2/Sc3ccccc3N(CC(=O)NCC3CCCO3)C2=O)cc1 (stereo unspecified) | 0.1% | . | . | -12% | -0.3% | 2% | 0.7% | . | . | .
Cc1nn(C)c(C)c1/C=C1/SC(=S)NC1=O | 0.1% | -12 | -57 | 5% | . | -11% | -0.3% | -9.6% | -2.6% | .
Cc1cccc2cc(CN(Cc3ccc4c(c3)OCO4)Cc3nnnn3C3CCCC3)c(=O)[nH]c12 | -0.3% | 48 | 25 | -2% | 0.1% | 11% | -0.5% | -0.6% | 0.8% | i
COc1ccc(N2CCN(S(=O)(=O)CCNC(=O)CCCc3ccccc3)CC2)cc1 | 3.5%[50 µM] | . | . | -3% | . | 12% | 0.4% | . | . | .
O=C(OCc1ccc(COC(=O)c2ccc(O)cc2)cc1)c1ccc(O)cc1 | -0.1% | . | . | -1% | 1.1% | -2% | 0.4% | . | . | .
CCN1CCN(S(=O)(=O)c2cccs2)CC1 | 1.3%[50 µM] | 3 | -2 | -1% | 0.0% | 11% | 1.1% | -4.0% | 0.0% | i
COc1ccc(COc2ccsc2C(=O)Nc2ccc(Cl)cc2)cc1 | -0.1% | -6 | 16 | 2% | -0.5% | 6% | 0.5% | 1.7% | -2.8% | i
CC(=O)c1ccc(N2C(=O)[C@@H]3C(C(=O)CCN4C(=O)c5ccccc5C4=O)=NN[C@@H]3C2=O)cc1 | 7.7% | -7 | 5 | -4% | -0.1% | 14% | 0.4% | 0.7% | 0.1% | i
O=C(NCCC(=O)N1CCCCCCC1)c1ccc(Cl)cc1 | 1.2%[50 µM] | . | . | 1% | . | 15% | -0.3% | . | . | .
CCOC(=O)C1=C(C)NC(SC(C)=O)=NC1c1ccc(OC(C)=O)c(OC)c1 (stereo unspecified) | 3.6% | 76* | 21* | -8% | 1.5% | 23% | 2.2% | -6.4% | 3.2% | i
Cc1ccn2c(NC3CCCC3)c(-c3ccsc3)nc2c1 | 1.1% | 10 | 13 | -12% | -1.3% | 16% | 1.7% | -1.4% | 1.8% | i
CC(C)c1ccc(NC(=S)NN2CCOCC2)cc1 | 2.9% | -3 | 6 | 1% | -0.7% | 7% | 1.9% | -2.4% | 0.8% | i
CCOC(=O)c1cc2c(C)n(-c3ccc(OCC)cc3)c(C)c2ccc1=O | -0.3% | . | . | 11% | -0.2% | 7% | 7.2% | -1.6% | 3.0% | i
CC(=O)N1CCN(C(=O)COc2ccc(Br)cc2)CC1 | 0.4% | 8 | 23 | 3% | 0.1% | 1% | 0.2% | -4.4% | . | i
COc1ccc(-c2cc(C(=O)OCC(=O)NC(C)(C)C)c3ccccc3n2)cc1 | 0.1% | 4 | -9 | 2% | 0.1% | 13% | 2.6% | -12% | -2.9% | i
CC(=O)Nc1ccc(S(=O)(=O)N2CCN(CC(O)COc3ccc4ccccc4c3)CC2)cc1 (stereo unspecified) | -2.1% | -5 | -36 | -7% | -0.1% | 2% | . | -5.3% | 4.9% | i
COc1ccc(CCNCC(O)COc2cccc(Br)c2)cc1 (stereo unspecified) | 8.6% | 39 | 51 | 2% | -0.4% | 19% | -3.4% | -12% | -2.1% | i
N#C/C(=C/c1cccc(O)c1)C(=O)NCc1ccc(Cl)cc1 | -0.2% | . | . | -17% | -0.9% | 9% | 2.4% | . | . | .
CC(NC(=O)Nc1ccc(F)cc1F)c1ccc2c(c1)OCO2 (stereo unspecified) | 0.9%[50 µM] | . | . | -2% | -0.6% | 17% | 1.4% | . | . | .
Cc1nc2c(C(=O)NCc3cccs3)cnn2c(C)c1Cc1ccccc1 | . | -5 | -4 | . | -0.9% | 5% | 4.4% | -9.6% | -0.3% | i
S=c1[nH]nc(COc2ccccc2)n1/N=C/C=C/c1ccccc1 | 5.8% | 71* | 38* | -3% | -0.2% | 10% | 3.6% | -2.8% | -2.9% | i
COc1ccccc1CNS(=O)(=O)c1c(C(=O)N2CCCCC2)c(C)n(C)c1C | 0.9% | . | . | -9% | 0.5% | 8% | 2.1% | . | . | .
COC(=O)c1cc(-c2cccc(OC)c2)c2c(=O)[nH]c(=O)n(C)c2n1 | 0.2% | . | . | -4% | 0.0% | 3% | 8.3% | . | . | .
Cc1cc(C)nc(NC(=O)c2ccc([N+](=O)[O-])o2)n1 | -0.7%[50 µM] | 0 | 12 | 0% | -0.2% | 6% | 1.6% | -3.3% | -1.3% | i
